# GAA inh – blocks human lysosomal alpha-glucosidase; P10253; purified human GAA, 4-MU-alpha-glucoside fluorescence; Potency, µM (top dose mostly 76.9 µM), without a hit: at the top dose activity change, negative = inhibition, usual class: inhibitors; 200,000 tested, 0.005% active; AID 1466;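 further: plate controls were uninhibited enzyme wells for no effect and no-enzyme background for full effect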
#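 Endpoint fluorogenic read: 20 min room-temperature reaction of 4 nM human alpha-glucosidase with 400 uM 4-methylumbelliferyl-alpha-D-pyranoside, pH 5.0, quenched with 1M NaOH/1M glycine pH 10. AC50 from Hill modeling.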
# TR SRC2 fluor cs – counter-screen for TRb-SRC2 inhibitors: fluorescence interference; TRb/SRC2 Texas Red total fluorescence interference; Potency, µM (doses to about 106 µM), for the others: top-dose fluorescence change, negative = quenching; 280,000 tested, 0.29% active; AID 1479; active means well fitted curve in either direction with a large enough effect; inconclusive means small, poorly fitted or top-dose-only effect
#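 Flags fluorescent or light-absorbing compounds by total fluorescence, S + 2P, at 555 nm excitation and 632 nm emission. Mixture: 20 nM Texas Red SRC2 peptide, 0.6 uM human TRb LBD, 1 uM T3, 5% DMSO; compound exposure 5 h at ambient temperature.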
# RGS12 GoLoco inh – inhibitors of human Gai1-RGS12 GoLoco interaction (red fluorophore). Gai1:RGS12 GoLoco peptide FP, rhodamine, 10 min. Potency, µM (top dose mostly 61.6 µM), without a hit: at the top dose activity, negative = inhibition, hits mostly inhibitors. 230,000 tested, 0.44% active; active means well fitted inhibition curve with a large enough effect, not every such curve was filed as active; inactive means no such curve, though single readings can be large or run the other way; further: nearly all actives have a fitted effect of over 30% in size; many of its hits are not listed in these tables
# GAA glycogen – alters human alpha-glucosidase cleavage of glycogen; 300,000 tested, 0.38% active; Potency, µM (titrated, usually from 76.4 µM), inactives show top-dose activity change, negative = inhibition, usual class: inhibitors; AID 2100; recombinant GAA, glycogen substrate, Amplex Red glucose oxidase fluorescence;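 further: 0% = full enzyme reaction and -100% = no-enzyme basal signal; the screen sought inhibitors and activators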
#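 Recombinant human enzyme (4 nM); glycogen substrate; 37 C, 40 min, pH 5.0. Readout: coupled glucose oxidase/Amplex Red fluorescence.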
# RECQ1 inh – inhibitors of human RECQ1 DNA helicase; RECQ1 DNA unwinding, red fluorescence kinetic read; Potency, µM (top dose mostly 57.3 µM), for the others: top-dose activity, negative = inhibition, hits mostly inhibitors; 240,000 tested, 0.54% active; AID 2549;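 further: plate controls were vehicle for no effect and no enzyme for full effect; nearly all actives have a fitted effect of over 30% in size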
#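 50 nM RECQ1T1 preincubated 15 min with compound in Tris pH 8.0 buffer with MgCl2, DTT, Tween-20 and 2.5 ug/ml poly(dI-dC); started with 200 nM TAMRA/BHQ-2 forked duplex and 2 mM ATP. Unwinding read as fluorescence (525/598 nm), two reads 2 h apart.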
# aGlu spleen mod – inhibits or activates alpha-glucosidase in human spleen homogenate. P10253. human spleen homogenate, 4-MU-alpha-glucoside fluorescence. Potency, µM (top dose mostly 79.9 µM), for the others: top-dose activity change, negative = inhibition, usual class: inhibitors. 240,000 tested, 0.006% active;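 further: 0% = enzyme with vehicle and -100% = no enzyme basal signal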
#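 AC50 values come from Hill-equation fits of concentration-response data, normalized to no-enzyme and full-activity controls. Enzyme source: 1 ug human spleen homogenate; 1 mM fluorogenic 4-MU glucoside, pH 5.0 citrate buffer, 37 C, 40 min.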
# L3MBTL1 inh – L3MBTL1 (human) inhibition | Q9Y468 | AlphaScreen L3MBTL1–H3K9me1 peptide binding | Potency, µM (top dose mostly 57.1 µM), inactives show at the highest dose activity, negative = inhibition, actives largely listed as inhibitors | 230,000 tested, 0.66% active; further: nearly all actives have a fitted effect of over 60% in size
# Target sequence (Q9Y468 whole entry, looked up): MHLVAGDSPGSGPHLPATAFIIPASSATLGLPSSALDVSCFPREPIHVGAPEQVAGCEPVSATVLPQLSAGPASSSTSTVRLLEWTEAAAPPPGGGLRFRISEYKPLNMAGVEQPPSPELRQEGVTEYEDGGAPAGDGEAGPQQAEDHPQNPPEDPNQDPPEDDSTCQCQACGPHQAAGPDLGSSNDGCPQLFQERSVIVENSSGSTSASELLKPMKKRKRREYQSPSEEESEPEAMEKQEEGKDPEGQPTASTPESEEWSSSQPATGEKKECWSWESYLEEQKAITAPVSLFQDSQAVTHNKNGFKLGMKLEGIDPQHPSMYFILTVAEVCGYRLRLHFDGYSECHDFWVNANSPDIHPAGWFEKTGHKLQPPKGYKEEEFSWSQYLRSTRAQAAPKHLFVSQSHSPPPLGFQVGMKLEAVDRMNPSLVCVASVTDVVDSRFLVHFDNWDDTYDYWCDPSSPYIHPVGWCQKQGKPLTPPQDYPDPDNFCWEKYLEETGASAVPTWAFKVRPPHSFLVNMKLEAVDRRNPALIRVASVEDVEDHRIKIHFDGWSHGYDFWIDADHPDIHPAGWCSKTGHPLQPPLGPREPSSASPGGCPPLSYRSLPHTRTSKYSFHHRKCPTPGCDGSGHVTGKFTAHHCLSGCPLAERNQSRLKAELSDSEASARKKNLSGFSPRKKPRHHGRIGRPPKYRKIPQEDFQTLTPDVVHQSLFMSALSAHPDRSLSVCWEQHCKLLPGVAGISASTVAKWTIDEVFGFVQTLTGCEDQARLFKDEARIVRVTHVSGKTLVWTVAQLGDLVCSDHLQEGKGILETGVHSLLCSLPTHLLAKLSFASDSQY
#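 L3MBTL1 50 nM + b-AHA-H3(1-15)K9me1 75 nM, 30 min RT; compound added, 30 min RT; streptavidin donor/Ni-chelate acceptor beads 10 ug/mL each final, 30 min RT dark; AlphaScreen read.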
# TRb-SRC2 inh – inhibitors of human thyroid hormone receptor beta-SRC2 interaction. Potency, µM (doses to about 106 µM), inactives show at the highest dose activity change, negative = inhibition, actives largely listed as inhibitors. TRbeta-SRC2 peptide binding, fluorescence polarization; receptor liganded with 1 µM T3. 280,000 tested, 0.065% active;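 further: plate controls were bound peptide for no effect and peptide without receptor for full effect; nearly all actives have a fitted effect of over 50% in size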
#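 Decrease in fluorescence polarization of 20 nM Texas Red SRC2 coactivator peptide flagged inhibition of its binding to 0.6 uM TRb LBD; 1 uM T3 included, incubation 5 hr, ex 555/em 632 nm.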
# * = called active by the depositor; i = inactive; ? = inconclusive; nt = no result given; [ ] = remark or other dose. Unless noted, the call rests on the fitted dose curve; in most records, active means well fitted curve in the direction sought with a large enough effect; inconclusive means small, poorly fitted or top-dose-only effect, or another doubt; inactive means no such curve, though single readings can be large; an effect the other way counts as inactive or inconclusive. Unless noted, on the % scale 0 is the no-effect control and ±100 the full control effect; potency means the concentration at half of the fitted maximal effect. An excerpt; rates above refer to the full screens.
SMILES,GAA inh,TR SRC2 fluor cs,RGS12 GoLoco inh,GAA glycogen,RECQ1 inh,aGlu spleen mod,L3MBTL1 inh,TRb-SRC2 inh
CN(C)C(=O)COC(=O)c1ccc(S(=O)(=O)NCc2ccco2)cc1,-9%,-3%,10%,3%,i,2%,?,-5%
Cc1cc(C)nc(SCC(=O)Nc2ccc(S(=O)(=O)N3CCCCC3)cc2)n1,?,-3%,10%,-18%,-7%,-17%,nt,-3%
CC(=O)c1cc(N2CCOCC2)ccc1[N+](=O)[O-],0%,-3%,7%,14%,i,-4%,4%[11.4 µM],-4%
O=C(O)c1ccc(N2C(=O)/C(=C/c3ccc(-c4ccc([N+](=O)[O-])cc4)o3)C=C2c2ccccc2)cc1,3%,35µM*[fluorescent],41%[activator],-17%,18µM*,-3%,-26%,13%
CC1C(=O)Nc2ccccc2N1C(=O)c1ccccc1 (stereo unspecified),-2%,-2%,1%,3%,-18%,7%,-13%,-3%
COc1cc(/C=N/NC(=O)c2cccs2)ccc1OCc1ccccc1,0%,-2%,-1%,2%,-5%,-2%,-8%,-5%
CCOC(=O)CC(=O)CSCC(=O)Nc1ccc(C)cc1,?,-1%,2%,2%,-5%,0%,-2%[11.4 µM],-5%
Cc1nn(-c2ccccc2)c(C)c1C(=O)OCC(=O)N1CC(=O)Nc2ccccc21,-1%,1%,-18%,1%,-2%,2%,5%,3%
Cc1cccc(C)c1NC(=O)CSc1nnc(C)n1-c1ccccc1,5%,-5%,3%,-6%,i,-5%,8%,-1%
COc1ccccc1-c1cc(C(=O)NCc2ccccc2)no1,-2%,0%,2%,-10%,i,0%,7%,12%
Cc1ccc(-n2c(SCC(=O)NCC3CCCO3)nc3c(c2=O)SCC3)cc1 (stereo unspecified),0%,-3%,0%,-4%,10%,-1%,8%,0%
Cc1cccc(-c2cc3nc4c(c(N5CCOCC5)n3n2)CCCC4)c1,-6%,-2%,-6%,-2%,-4%,-3%,39%[activator],3%
C/C(CC(=O)Nc1ccc2c(c1)OCO2)=N\NC(=O)C(c1ccccc1)c1ccccc1,-3%,-3%,2%,-2%,i,9%,-3%,7%
Cc1nnc(-c2ccc(Oc3ccc(C)c(C)c3)c([N+](=O)[O-])c2)o1,-10%,2%,5%,-9%,-2%,3%,-16%,-9%
OC[C@@H]1O[C@@H](Oc2ccc(O)cc2)[C@H](O)[C@@H](O)[C@@H]1O,nt,0%,nt,nt,5%,-7%,nt,-6%
C=CCOc1cccc(C2C(C(=O)c3ccco3)=C(O)C(=O)N2Cc2ccncc2)c1 (stereo unspecified),-3%,-1%,2%,-8%,-2%,-3%,-6%,-3%
Cn1c(=O)c2c(nc(NCc3ccccc3)n2CCCc2ccccc2)n(C)c1=O,-13%,0%,0%,-4%,3%,8%,-5%,-8%
CN(C(=O)CS(=O)(=O)c1cccc(Cl)c1)c1ccccc1,9%,-2%,6%,12%,6%,-1%,12%,-3%
CN(C)c1ccc(C=NCCC2(O)CCOC(C)(C)C2)cc1 (stereo unspecified),-8%,0%,10%,-4%,-2%,-7%,-4%,-6%
Cc1cc(N2CCN(C)CC2)nc2ccc(NC(=S)N3CCN(c4cccc(Cl)c4)CC3)cc12,-1%,-2%,-5%,-9%,-6%,-10%,nt,1%
CCOC(=O)CSc1nnc(COc2cccc(C)c2)o1,8%,-4%,9%,4%,i,-3%,10%,-1%
CCOC(=O)N1N=C(c2ccccc2)CC1(O)C(F)(F)F (stereo unspecified),-5%,1%,5%,-2%,2%,-2%,2%,7%
CCCN1C(=O)/C(=C/c2cc(C)n(C)c2C)SC1=Nc1ccc(OC)cc1,-10%,-3%,4%,-2%,2%,-16%,-20%,-17%
CCOc1cc(Cl)c(S(=O)(=O)NCc2ccccn2)cc1Cl,-8%,-5%,2%,3%,i,-4%,nt,-5%
O=C(O)CCc1nn2cc(-c3ccccc3)nc2[nH]c1=O,-3%,-6%,17%,4%,i,2%,?,-3%
CN1CCN(C(=O)c2ccc3ccccc3c2)CC1,-6%,1%,-3%,0%,-2%,4%,8%,0%
CC1=C(C(=O)N2CCN(c3cc(C)ccc3C)CC2)C2(CCCCC2)OC1=O,3%,-1%,-5%,4%,-3%,-3%,3%,-2%
CCNc1cc(N2CCOCC2)nc(SC)n1,2%,-9%,-3%,3%,i,-5%,6%[11.4 µM],2%
COc1ccc(N(CC(=O)Nc2ccccc2C(N)=O)S(=O)(=O)c2ccc(C)c([N+](=O)[O-])c2)cc1,?,-5%,9%,-8%,i,0%,-17%,-2%
Cc1nnc(NC(=O)CSc2ncn(-c3ccccc3)n2)s1,-5%,-4%,8%,7%,-2%,6%,nt,0%
Cc1nc(N=Nc2ccc(C(=O)O)cc2)c(COP(=O)(O)O)c(C=O)c1O,nt,-6%,10%,nt,-1%,2%,nt,-4%
Cc1ccc(S(=O)(=O)n2c3ccc(F)cc3c3nc(C)sc32)cc1,-7%,-2%[53 µM],1%,8%,-9%,-3%,-8%,1%[53 µM]
Cc1ccc(-c2nnc3n2N=C(c2ccccc2)CS3)cc1,6%,-2%,-5%,-3%,10%,3%,5%,-3%
c1nc(N2CCN(Cc3ccc4c(c3)OCO4)CC2)c2[nH]cnc2n1,6%,-1%,10%,-3%,2%,1%,6%,-4%
CC(C)N(C(=O)C(F)(F)F)C(C(=O)NC1CCCCC1)c1ccncc1 (stereo unspecified),6%,1%,-21%,-19%,3%,7%,-1%,-5%
O=C(CN1C(=O)c2ccccc2C1=O)Nc1ccc(N2CCOCC2)cc1,-3%,-3%,2%,-1%,i,-6%,-6%,2%
CCOCCCNC(=O)C1CCN(C(=O)Nc2ccc(C)cc2)CC1,-4%,2%,6%,2%,8%,2%,7%,-13%
O=C(Nc1cccc(Cl)c1N1CCCC1)c1ccc([N+](=O)[O-])o1,-2%,-1%,3%,3%,-3%,1%,-18%,1%
COCCNc1nc(-c2ccccc2C)nc2ccccc12,nt,0%,2%,nt,-6%,-6%,nt,7%
COc1ccc2c(c1)c(=O)c(C(=O)c1ccccc1)cn2Cc1ccc(C)cc1,-5%,2%,8%,-4%,-12%,-5%,-7%,12%
COc1ccc(CCn2c(N)c(S(=O)(=O)c3cccs3)c3nc4ccccc4nc32)cc1OC,?,2%,11%,-2%,-14%,-5%,0%,-6%
O=C(Nc1ccc(-c2csc(Nc3cccc(C(F)(F)F)c3)n2)cc1)c1cc([N+](=O)[O-])cc(C(F)(F)F)c1,nt,0%,-6%,-7%,-4%,3%,nt,-7%
N#C/C(=C\c1cn(Cc2ccccc2)c2ccccc12)C(=O)NCc1ccco1,-2%,-4%,10%,12%,-6%,-6%,-8%,11%
Cc1cc(Cl)ccc1OCc1nnc2n1CCCCC2,2%,-1%,8%,4%,-8%,0%,-3%,-3%
COc1ccc(Cl)cc1NC(=O)COC(=O)CNC(=O)c1ccc([N+](=O)[O-])c(C)c1,-4%,-1%,9%,5%,-4%,-1%,4%,-1%
Cc1cc(-c2nnc3n2CCCCC3)c(C)n1-c1ccccc1,-2%,0%,-4%,8%,i,-8%,1%,5%
Cc1ccc(-c2[nH]c(-c3ccc(C(=O)O)cc3)nc2-c2ccccc2)cc1,?,-2%,6%,8%,-4%,11%,-13%,-10%
CCN(CC)C(=O)CSc1nc(O)c(Cc2ccccc2)c(=O)n1-c1ccccc1C,nt,-1%,0%,12%,-5%,-4%,0%,4%
CCn1c(SCC(=O)NCc2cccs2)nnc1-c1ccco1,-2%,-6%,-1%,-5%,-3%,4%,-3%,-1%
CCOC(=O)C1=C(COc2ccc(F)cc2Cl)NC(=O)NC1c1cc(C)ccc1C (stereo unspecified),-3%,-4%,9%,2%,-6%,-1%,-2%,-3%
C=CCOC(=O)C1=C[C@@H](c2ccc(Br)cc2)C[C@@H](OCc2ccc(CO)cc2)O1,nt,-1%,2%,-16%,-18%,-3%,9%,-7%
COc1ccc(CCN2C(=O)C3C4CC(C5C(C(=O)N/N=C\c6ccc(Cl)cc6)=NOC45)C3C2=O)cc1OC (stereo unspecified),-2%,-2%,1%,-3%,-15%,-6%,nt,-2%
CN(C)S(=O)(=O)c1ccc(N2CCCC2)c(C(=O)NCc2ccc(Cl)cc2)c1,0%,-1%,3%,3%,i,-14%,nt,-12%
CC(C)C(=O)Nc1nc(-c2ccccc2)ns1,3%,-8%,-2%,5%,-2%,-2%,5%,-3%
O=C(NN1C(=O)C2C(C1=O)C1C=CC2C12CC2)c1cccnc1 (stereo unspecified),-1%,-3%,0%,-2%,-2%,3%,nt,-6%
CCN(CC)S(=O)(=O)c1ccc2c(c1)nc(CCC(=O)Nc1cccc(C(F)(F)F)c1)n2CC,?,-1%,7%,-12%,-11%,0%,-2%,0%
O=C1CSC(c2ccccc2F)N1c1ccccc1 (stereo unspecified),5%,-2%,0%,5%,-8%,-3%,-5%,1%
Cc1cc(C(=O)Nc2ccc(S(=O)(=O)Nc3onc(C)c3C)cc2)cs1,-5%,-3%,6%,1%,5%,-3%,9%,-6%
CCOC(=O)c1c(NC(=O)CSc2nc3ccccc3c(=O)n2-c2ccccc2)sc(C(C)=O)c1C,0%,-7%,4%,10%,i,2%,13%,-3%

# Some of these compounds in order of length of the SMILES, lowest first.
SMILES,GAA inh,TR SRC2 fluor cs,RGS12 GoLoco inh,GAA glycogen,RECQ1 inh,aGlu spleen mod,L3MBTL1 inh,TRb-SRC2 inh
O=C1CSC(c2ccccc2F)N1c1ccccc1 (stereo unspecified),5%,-2%,0%,5%,-8%,-3%,-5%,1%
CCn1c(SCC(=O)NCc2cccs2)nnc1-c1ccco1,-2%,-6%,-1%,-5%,-3%,4%,-3%,-1%
CCN(CC)C(=O)CSc1nc(O)c(Cc2ccccc2)c(=O)n1-c1ccccc1C,nt,-1%,0%,12%,-5%,-4%,0%,4%
CCN(CC)S(=O)(=O)c1ccc2c(c1)nc(CCC(=O)Nc1cccc(C(F)(F)F)c1)n2CC,?,-1%,7%,-12%,-11%,0%,-2%,0%

# Bioassay records as filed in PubChem.
